E-selectin induc = induces E-selectin expression in human endothelial cells | hit rate 0.37% among 260,000 | activation, % at 7.58 µM | P16581 | HUVEC E-selectin immunofluorescence imaging; normalized: neutral wells 0, TNF-alpha wells 100;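 active means mean E-selectin-positive cell signal at least 10% of the positive control, reached in at least 60% of replicates, without over 20% cell loss; inconclusive means no rule given, readout overlaps actives, possibly toxicity-flagged; inactive means the rest, including those meeting only one limit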;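 further: in these data hits start at about 27%; measured in HUVEC primary endothelial cells; signal is the percent of cells scored E-selectin positive by PE staining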
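Read-out: % PE-positive cells | Test system: HUVEC | Doses: One compound dose added by pin transfer | Buffer or medium: EGM-2 over gelatin coat | Signal: Immunofluorescence imaging | Benchmarks: TNF-alpha, DMSO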
DENV2 CPE = DENV2-induced cell death inhibition. DENV2-infected cells, cytopathic effect rescue, plate reader. CPE inhibition, % at 9.99 µM. hit rate 1.7% among 350,000; in the data active means CPE inhibition above about 20%, passing the limit was not always enough; inconclusive means no clear call, values can overlap the other calls; tested in BHK-21 cells;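 further: 0% = median of neutral control wells and 100% = median of positive control wells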
Casp6 inh = caspase-6 (human) enzyme inhibition; P55212; purified caspase-6, Z-VEID-R110 cleavage fluorescence; inhibition, % at 12.5 µM; hit rate 0.53% among 350,000; AID 686996;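 active means mean inhibition across replicates at least about 35%, with every replicate also reaching that limit, limit read from the data; inconclusive means only one of the two criteria met; inactive means neither criterion met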;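 further: 0% = median of neutral control wells and 100% = no fluorescence left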
Target sequence (P55212 24-179 limits assumed): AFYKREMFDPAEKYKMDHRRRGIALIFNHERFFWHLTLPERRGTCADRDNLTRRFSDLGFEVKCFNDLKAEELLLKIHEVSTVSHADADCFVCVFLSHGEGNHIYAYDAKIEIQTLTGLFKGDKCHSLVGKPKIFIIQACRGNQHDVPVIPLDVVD
Target sequence (P55212 194-293 limits assumed): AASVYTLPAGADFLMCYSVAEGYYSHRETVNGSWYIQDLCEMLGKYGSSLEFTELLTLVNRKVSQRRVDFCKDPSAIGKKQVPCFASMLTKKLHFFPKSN
RAD52 inh = inhibitors of human RAD52 DNA annealing; hit rate 0.46% among 360,000; P43351; inhibition, % at 18.7 µM; AID 651710; recombinant RAD52 DNA annealing, FRET fluorescence;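 active means every replicate showing at least 50% inhibition; inconclusive means mean inhibition at least 50% but not in every replicate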
XiGFP reactiv = reactivates the inactive X chromosome in mouse fibroblasts; XiGFP mouse fibroblasts, % GFP-positive cells imaging, 3 d; cells co-treated with 5-aza-dC sensitizer; scaled so ellipticine positive control = 100%; activation, % at 7.58 µM; hit rate 0.055% among 360,000;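 active means mean normalized replicate activation at least 10% and every replicate at or above 10%; inconclusive means only one of the two criteria met; inactive means mean below 10% and not all replicates reach 10%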;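 further: 0% = median of on-plate neutral control wells and 100% = ellipticine 6 µM median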
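System: SV40-immortalized XiGFP fibroblast cells, line 68-5-11 / Incubation: 3-day compound exposure, then 15 min fixation at room temperature / Compound: single concentration per compound, delivered by pin transfer / Buffer or medium: DMEM plus 5-aza-dC sensitizer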
RAD54 branch = RAD54 (human) branch migration inhibition | Q92698 | RAD54 Holliday junction branch migration, FAM/BHQ fluorescence | inhibition, % at 10.4 µM | hit rate 0.14% among 360,000 | AID 602329;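 active means mean normalized replicate activity at least 40 and at least half of replicates scoring 40 or more; inconclusive means only one of the two criteria met; inactive means mean below 40 and under half of replicates reaching 40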;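 further: 0% = median of neutral control wells and 100% = median of positive control wells; inhibitors cause a drop in the FAM fluorescence signal; in these data hits start at about 50%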
Target sequence (Q92698 whole entry, looked up): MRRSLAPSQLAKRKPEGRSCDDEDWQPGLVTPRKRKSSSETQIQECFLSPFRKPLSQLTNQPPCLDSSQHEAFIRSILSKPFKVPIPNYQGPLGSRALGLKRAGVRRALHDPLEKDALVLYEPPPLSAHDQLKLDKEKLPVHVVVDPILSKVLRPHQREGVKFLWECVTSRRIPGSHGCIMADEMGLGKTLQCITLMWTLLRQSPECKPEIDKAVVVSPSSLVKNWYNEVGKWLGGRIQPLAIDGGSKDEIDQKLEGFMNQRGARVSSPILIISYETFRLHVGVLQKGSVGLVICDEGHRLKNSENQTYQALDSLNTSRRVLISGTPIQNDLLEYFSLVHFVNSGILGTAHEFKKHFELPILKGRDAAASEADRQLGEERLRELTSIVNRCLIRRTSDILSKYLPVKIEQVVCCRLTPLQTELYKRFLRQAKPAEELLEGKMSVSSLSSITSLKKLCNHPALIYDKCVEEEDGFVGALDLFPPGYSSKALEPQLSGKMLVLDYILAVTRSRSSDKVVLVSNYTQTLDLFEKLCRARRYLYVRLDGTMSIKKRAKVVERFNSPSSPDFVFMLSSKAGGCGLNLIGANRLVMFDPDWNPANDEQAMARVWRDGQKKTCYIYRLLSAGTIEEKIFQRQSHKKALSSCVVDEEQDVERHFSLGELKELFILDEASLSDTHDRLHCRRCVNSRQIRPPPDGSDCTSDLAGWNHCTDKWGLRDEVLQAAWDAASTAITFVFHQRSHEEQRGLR
CFTR F508del cor = CFTR F508del correction in bronchial cells; CFBE cells, YFP halide quenching; stimulated with forskolin plus potentiator P3; % fluorescence drop versus neutral controls; activity (quench increase), % at 7.58 µM; hit rate 0.36% among 350,000; AID 720511;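 active means mean added fluorescence quench of at least 8% versus neutral control, with both replicates also reaching 8%; inconclusive means only one of the mean or replicate conditions met; inactive means mean below 8% and not both replicates reaching 8%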;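 further: cells transiently co-express mutant CFTR-F508del with the halide-sensitive YFP; corrector assay measuring rescue of mutant channel to the surface after 24 h compound exposure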
GSIS activator = primary screen for activators of insulin secretion dependent on glucose, INS-1E cells, GLuc reporter luminescence; INS-1E GLuc reporter insulin secretion, 2-3 h; activation, % at 16.6 µM; hit rate 0.61% among 370,000; AID 743287;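 active means lowest replicate activation of at least 40%, so every replicate reaches that level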;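 further: 0% = median of neutral control wells and 100% = median of IBMX positive control wells; some compounds called inactive have numbers as strong as hits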
The depositor's hits bear a star; u = inconclusive; x = no result given; & = joins results of further samples; ! = not confirmed by another sample.

structure	E-selectin induc	DENV2 CPE	Casp6 inh	RAD52 inh	XiGFP reactiv	RAD54 branch	CFTR F508del cor	GSIS activator
CC(C)(C)[C@@H]1CCC(=O)N(CC[C@H](Sc2ccc(Br)cc2)c2ccccc2)CC1	-0.1	-10	-1	-6	0.0	-6	2.2	-5
CNC(=O)C[C@H]1CC[C@@H]2[C@H](COC[C@@H](O)CN2C(=O)Nc2ccc3c(c2)OCO3)O1	0.0	102*	2	-8	0.4	-4	-1.6	7
C[C@H](NC(=O)C[C@H]1C=C[C@H](NC(=O)c2cccnc2)[C@@H](CO)O1)c1ccccc1	0.8	2	-2	6	0.2	1	-1.6	7
CC(=O)c1cc2ccccc2oc1=O	0.1	2	1	-12	0.1	-23	0.7	x
Cc1cc(NC(=O)CSc2nc(=O)cc(N)n2-c2ccc(F)cc2)no1	0.4	-4	0	-12	0.0	-4	-0.5	-2
CCOC(=O)C1(C)CCCN(C(=O)c2ccc(N(C)C)cc2)C1 (stereo not given)	1.9	-2	-3	-10	-0.1	6	3.0	20
CCCCCCCCOC(=O)/C=C/c1c(C)[nH]c(=O)[nH]c1=O	-0.4	-5	0	-15	0.0	-7	1.1	17
CC(=O)Nc1ccc(C=C(C#N)c2ccc(C)cc2)cc1	0.0	-2	x	-28	0.1	-5	-0.8	14
CCc1ccc(OCC(=O)NNC(=O)c2cc3ccccc3o2)cc1	-2.1	0	4	-7	0.0	-8	4.4	-13
C/C=C/c1ccc([C@H]2[C@H]3CN(C(=O)Cc4cccnc4)CC(=O)N3[C@H]2CO)cc1	-0.2	6	4	5	0.2	x	-1.4	-5
C[C@@H]1CN([C@H](C)CO)C(=O)Cc2cc(NC(=O)NC3CCCCC3)ccc2O[C@@H]1CN(C)S(=O)(=O)c1ccc(F)cc1	2.2	-4	2	-2	-0.2	10	-2.0	-16
CN(C)c1ccc(NS(=O)(=O)c2cc(Cl)ccc2Cl)cc1	1.0	-1	1	-9	0.1	x	x	2
C[C@@H]1CN([C@@H](C)CO)C(=O)Cc2cc(NC(=O)Nc3ccc(C(F)(F)F)cc3)ccc2O[C@H]1CN(C)Cc1ccc(C(F)(F)F)cc1	0.3	-21	-1	-1	-0.3	5	-1.0	16
Cc1cccn2c(CNCCCn3ncc4ccccc43)c(C(=O)N3CCCCC3)nc12	1.7	4	-2	-15	0.3	x	5.5	0
CCN(CCCNc1ncnc2nc[nH]c12)c1cccc(C)c1	6.7	-8	2	-7	0.5	6	-2.0	-7
CC(C)OC(=O)CSc1nc(Cc2ccccc2)nc2ccccc12	x	-6	-5	-6	0.1	x	3.4	-13
C[C@@H]1CN([C@@H](C)CO)C(=O)c2cccc(NC(=O)c3ccc(-c4nccs4)cc3)c2O[C@H]1CN(C)S(=O)(=O)c1ccc(F)cc1	-0.8	-8	-1	3	-0.7	10	-2.5	3
O=C1c2ccccc2CN1c1ccccc1	x	-3	-1	-8	0.0	15	-1.4	21
O=C(O)c1cc(-c2cccs2)nn1-c1cccc(Cl)c1	-0.6	-9	3	-19	-0.1	3	-1.4	0
CC(=O)N(C)C[C@H]1Oc2cc(-c3cccc(F)c3)ccc2S(=O)(=O)N([C@H](C)CO)C[C@@H]1C	1.2	-7	-1	4	-0.9	7	2.5	-7
CC1(C)CC2CC(C)(CN2S(=O)(=O)c2ccccc2[N+](=O)[O-])C1 (stereo not given)	x	11	2	-6	0.1	0	0.9	x
Cc1nnc(N/N=C/c2ccccc2O)n1N	0.0	6	50*	-4	0.3	x	-3.8	-45
CCOC(=O)Nc1nc2ccc(Cn3cccc3)cc2[nH]1	0.7	-1	-1	-2	1.7	x	1.8	3
Cc1ccc(NC(=O)C2CCC(C(C)(C)C)CC2)cc1S(=O)(=O)N1CCOCC1 (stereo not given)	-0.4	2	1	-3	0.0	x	0.1	-28
O=c1c(Cl)c(NCc2ccc(F)cc2Cl)cnn1C12CC3CC(CC(C3)C1)C2	x	-7	-2	-10	0.0	0	-2.4	x
COc1cc(NC(=O)CCN2CCN(C)CC2)cc(OC)c1	x	-3	-7	0	0.0	-5	-2.5	9
Cc1cccc(C)c1OCc1nc2ccccc2[nH]1	-1.4	6	43*	-7	0.1	x	x	-20
COc1ccc(-c2oc3ccccc3c2C#Cc2cncn2C)cc1	0.1	70*	-3	-14	-0.1	9	3.4	1
CCCCC1(CC(=O)OCC)C(=O)N(c2ccccc2)N(c2ccccc2)C1=O	0.0	u	2	-1	0.0	x	x	-5
COc1ccc(NC(=O)c2cc(=O)c3ccccc3o2)cc1Cl	x	11	2	-10	0.0	-8	-1.3	-1
CC12CCC(=O)N1C(C(=O)Nc1ccc(F)c(Cl)c1)CS2 (stereo not given)	0.0	8	1	-8	0.1	x	0.6	-12
O=C(CSc1nc2ccccc2c(=O)n1-c1ccc(F)cc1F)c1c[nH]c2ccccc12	-0.2	x	x	x	0.0	-3	x	-34
N#Cc1ccc(-c2ccc(C3[C@@H]4CN(Cc5ccccc5F)C[C@H]3N4)cc2)cc1 (stereo not given in full)	-0.1&0.0	-2&0	-1&-1	84*!	0.0&0.2	x	-2.6&0.5	2&-6
Cc1nc2ccccc2c(C)c1C(=O)c1ccc(F)cc1	x	-5	-1	-7	0.0	x	-1.0	-11
CN1C(=O)[C@@](O)(c2cn(C)c3ccccc23)c2cc(F)ccc21	6.5	5	-3	0	-0.1	x	-0.5	11
COC(=O)c1cnc(Nc2nc(CN)cs2)nc1C(F)(F)F	-0.1	-4	-1	28	0.2	7	0.7	x
Cc1ccc(S(=O)(=O)Oc2ccc(/C=C(/NC(=O)c3ccccc3)C(=O)NCC(=O)O)cc2)cc1	u	4	6	-4	0.0	x	0.3	-7
Cc1ccccc1NC(=S)N(CCc1c(C)[nH]c2ccc(F)cc12)Cc1ccncc1	x	-4	-5	-26	-0.1	x	-4.0	-4
CCCN(CCC)c1cc(=O)nc2ccccn12	0.3	-6	1	-6	0.0	x	-1.3	19
Cc1[nH]n(-c2ccc(Cl)cc2)c(=O)c1N=Nc1cccnc1	x	1	0	9	0.2	x	-0.3	-7
Cc1ccc(S(=O)(=O)N2CCCN(C)c3nc4ccccc4nc32)cc1	x	-1	-1	-133	-0.1	-11	1.2	38
COc1ccc(NC(=O)Nc2cccc3c2O[C@H](CN(C)CC2CCCCC2)[C@H](C)CN([C@@H](C)CO)C3=O)cc1	0.9	15	1	20	0.1	18	-0.8	4
COc1ccccc1N(CC(=O)NCCc1ccccc1)C(=O)CCC(=O)Nc1cc(C)ccn1	x	11	-1	0	0.0	x	0.4	-6
CC(OC(=O)C1=COCCO1)C(=O)Nc1ccc(Cl)cn1 (stereo not given)	1.3	70*	1	-6	-0.1	-5	-1.1	3
Cc1ccc(S(=O)(=O)NCC[C@H]2CC[C@H](NC(=O)CC3CC3)[C@@H](CO)O2)cc1	-0.5	-3	1	8	-0.2	2	1.9	-3
Cc1ccc(S(=O)(=O)Nc2ccc3c(c2)C(=O)N([C@@H](C)CO)C[C@H](C)[C@@H](CN(C)S(=O)(=O)c2ccc(C)cc2)OCCCC[C@H](C)O3)cc1	0.3	-3	-1	-32	0.2	-2	3.2	7
Cc1ccc(C(C)C)c(OCCN)c1	x	5	-2	-4	x	3	1.8	3
C[C@@H]1CN([C@H](C)CO)C(=O)CCCn2cc(nn2)CO[C@@H]1CN(C)C(=O)NC1CCCCC1	-0.1	x	x	x	0.4	x	-1.8	3
COc1ccc(-c2oc3ccc(-c4cc(OC)c(OC)c(OC)c4)cc3c2C#Cc2ccccn2)cc1	0.1	-2	0	-19	-0.3	6	8.8*	18
Cc1ccc2c(c1)C(=O)C(=O)N2c1ccc(Cl)cc1	0.0	-17	-1	-7	-0.1	1	-0.6	1
CCC(C)(C)NC(=O)CN(Cc1ccccc1Cl)C(=O)CCC(=O)Nc1cc(C)ccn1	x	-5	-3	-23	0.0	0	-0.3	-19
Cn1c(=O)c2cc(NC(=O)OCCF)ccc2n1Cc1cccc(C(F)(F)F)c1	0.4	6	0	-4	-0.1	3	1.0	-3
O=C1c2ccccc2S(=O)(=O)c2cc(-c3nn[nH]n3)ccc21	0.4	0	-2	-2	0.0	-12	1.7	x
O=C(NC1CC1)C1CCN(C2CCN(C(=O)Cc3ccc4c(c3)OCO4)CC2)CC1	x	1	3	7	0.0	-1	3.8	-3
CC1=NN(c2ccccc2)C(=O)/C1=C\N(O)c1ccccc1	x	5	8	-5	0.1	-6	-8.9	-4
C[C@@H]1CN([C@H](C)CO)C(=O)c2cc(C#CC3CCCCC3)cnc2O[C@H]1CN(C)C(=O)NC1CCCC1	0.7	-8	-2	20	0.2	7	0.9	-37
CN(C(=O)Cn1nnc(-c2cccnc2)n1)C1CCCCC1	x	-1	2	-16	-0.1	x	1.7	-7
Cc1ccccc1CSCc1ccc(C(=O)NCCCN2CCOCC2)o1	x	1	16	-17	-0.1	-3	1.0	46*
Cc1cc(NC(=O)c2noc3c2CCc2ccccc2-3)n(-c2ccccc2)n1	0.0	-2	-1	-18	0.0	-3	2.2	15
C=C1CCC[C@]2(C)C[C@H]3OC(=O)C(CNC(CC)CO)[C@H]3CC12 (stereo not given in full)	x	-1	0	-8	0.0	3	-4.7	-9

Remaining list, next part.
structure	E-selectin induc	DENV2 CPE	Casp6 inh	RAD52 inh	XiGFP reactiv	RAD54 branch	CFTR F508del cor	GSIS activator
Cc1ccc2c(c1)N(CC(=O)N1CCCCC1)C(=O)C(C)O2 (stereo not given)	x	-1	-1	13	0.0	-4	-1.6	12
COc1ccc(S(=O)(=O)N(C)C)cc1NC(=O)COC(=O)CC1CCCC1	-1.7	9	x	-26	0.3	x	-2.3	-30
Cc1ccc(-c2nc3cc(C)c(Br)c(C)n3c2Cc2ccsc2)cc1	-0.1	2	-1	-13	0.0	x	-4.5	80
O=C(NC1CCCC1)[C@H]1[C@H](CO)[C@H]2Cn3c(cccc3=O)[C@@H]1N2CC1CCCC1	-0.2	-3	0	-16	0.4	-6	-0.9	16
Cc1ccc2[nH]c(=O)c3cc(C(=O)N(C)Cc4ccco4)sc3c2c1	-0.6	-4	1	-8	0.0	-8	-0.1	x
CSc1ccccc1NC(=O)C1CC(c2ccccc2Cl)=NO1 (stereo not given)	0.3	2	2	-4	0.0	-1	-1.2	-3
COc1ccc(NC(=O)c2ccccc2Cl)c(NC(=O)c2ccco2)c1	x	-4	-4	-13	0.1	2	-0.5	0
C[C@@H](O)C#Cc1ccc([C@@H]2[C@H]3CN(C(=O)c4cccc(F)c4)CCCCN3[C@H]2CO)cc1	0.1	-2	x	-1	0.0	-7	0.8	7
C[C@@H]1CN([C@@H](C)CO)C(=O)c2cc(NC(=O)Cc3ccccc3)ccc2O[C@@H](C)CCCCO[C@H]1CN(C)Cc1ccncc1	0.7	x	x	x	0.1	x	-2.1	-8
O=C(CS(=O)(=O)c1ccccc1Cl)N1CCOCC1	-0.2	1	0	-14	-0.1	-3	1.0	-5

Source: PubChem BioAssay (Broad Institute)
